Bioassay records deposited in PubChem by National Center for Advancing Translational Sciences (NCATS).
Nrf2 block = inhibitors of Nrf2 signaling; A549 ARE-Fluc reporter, luciferase luminescence, 18-24 h; Potency, µM (titrated, usually from 46 µM), for inactives: at the highest dose activity change, negative = inhibition, actives largely listed as inhibitors; 2.1% of 360,000 active; also: potency is read from the fitted curve at half-maximal effect; % is scaled to controls: 0 for no effect and ±100 for the full control effect; nearly all actives have a fitted effect of over 60% in size
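Concentration-response testing used A549 ARE_Fluc cells at 5000 cells/well. Following an 18-24 h compound incubation, viability was read by fluorescence (Ex 405/Em 525) and luciferase output by luminescence.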
ATXN viability = reduces viability in counter-screen for ATXN expression inhibitors; S2 cells (HEK-293 line with an ATXN2-luciferase reporter) viability, CellTiter-Fluor protease fluorescence, 24 h; Potency, µM (titrated, usually from 56.7 µM), hits mostly cytotoxic; 0.49% of 400,000 active; also: potency is read from the fitted curve at half-maximal effect; nearly all actives have a fitted effect of over 40% in size
HepG2 viability = counter-screen for TGF-b inhibitors: cytotoxicity in HepG2 cells. 0.76% of 410,000 active. HepG2 CAGA-GFP viability, ATP luminescence, 18 h. Potency, µM (highest dose often 46.1 µM), for inactives: top-dose activity change, negative = cytotoxicity, usual class: cytotoxic. AID 588856; also: potency is read from the fitted curve at half-maximal effect; some results filed as inactive show a strong effect at the top dose
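HepG2 CAGA-GFP cells (1000/well, DMEM with 1% FBS) received compound, then TGF-beta at 500 pg/mL final, and were incubated 18 hours at 37 degrees C. Viability was read by CellTiter-Glo luminescence. Media-only wells were set as complete cell-killing and DMSO as no toxicity.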
A549 tox = kills or reduces viability of A549 cells in Nrf2 counter-screen. Potency, µM (doses to about 46 µM), without a hit: at the highest dose activity change, negative = cytotoxicity, most hits filed as inhibitors. A549 ARE-Fluc cells, CellTiter-Fluor viability, 18-24 h. 0.16% of 390,000 active; also: potency is read from the fitted curve at half-maximal effect; % is scaled to controls: 0 for no effect and ±100 for the full control effect
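A549 ARE-Fluc cells in 5% FBS OPTI-MEM, 5000 cells/well, rested 2 h then exposed to compounds in concentration-response for 18-24 h at 37 °C. Viability by CellTiter-Fluor fluorescence (Ex 405/Em 525) after 30 min; luciferase luminescence (BugLite, 15 min, RT) read afterwards.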
EPAC2 agonist = EPAC2 (human) agonism; 0.079% of 360,000 active; EPAC2 activation, biochemical qHTS; response scale: 100% = 6.5 mM cAMP response; Q8WZA2; Potency, µM (doses to about 154 µM), inactives show at the highest dose activation, hits mostly activators; AID 720711; also: potency is read from the fitted curve at half-maximal effect; nearly all actives have a fitted effect of over 50% in size
Target sequence (Q8WZA2 whole entry, looked up): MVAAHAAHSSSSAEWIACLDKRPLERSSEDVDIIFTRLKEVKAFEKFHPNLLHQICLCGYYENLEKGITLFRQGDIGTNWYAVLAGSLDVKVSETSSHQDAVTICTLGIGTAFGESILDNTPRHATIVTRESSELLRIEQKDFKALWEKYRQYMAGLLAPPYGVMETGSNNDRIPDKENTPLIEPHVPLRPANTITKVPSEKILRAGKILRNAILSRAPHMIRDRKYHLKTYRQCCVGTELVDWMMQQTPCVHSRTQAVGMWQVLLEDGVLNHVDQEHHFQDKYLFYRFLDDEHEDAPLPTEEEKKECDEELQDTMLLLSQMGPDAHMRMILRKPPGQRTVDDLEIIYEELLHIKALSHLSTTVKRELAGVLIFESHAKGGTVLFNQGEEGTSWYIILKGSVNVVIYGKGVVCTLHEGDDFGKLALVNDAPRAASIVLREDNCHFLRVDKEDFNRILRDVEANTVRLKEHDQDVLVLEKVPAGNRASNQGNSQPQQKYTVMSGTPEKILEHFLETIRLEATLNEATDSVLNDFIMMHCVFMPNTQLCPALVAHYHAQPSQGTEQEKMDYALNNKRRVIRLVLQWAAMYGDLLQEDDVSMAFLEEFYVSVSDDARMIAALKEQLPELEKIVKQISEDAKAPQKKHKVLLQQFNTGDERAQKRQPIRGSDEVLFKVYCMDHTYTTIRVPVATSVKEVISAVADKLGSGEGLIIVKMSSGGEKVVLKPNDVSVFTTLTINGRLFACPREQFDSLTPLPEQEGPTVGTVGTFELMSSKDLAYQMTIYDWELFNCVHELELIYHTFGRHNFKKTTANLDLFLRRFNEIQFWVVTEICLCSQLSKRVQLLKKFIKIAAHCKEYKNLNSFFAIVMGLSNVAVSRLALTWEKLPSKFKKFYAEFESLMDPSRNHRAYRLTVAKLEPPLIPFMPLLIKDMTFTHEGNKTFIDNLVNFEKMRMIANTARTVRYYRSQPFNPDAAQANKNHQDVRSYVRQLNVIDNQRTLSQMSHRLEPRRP
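qHTS, titration series. 100 nM EPAC2 / 250 nM Rap1B-BODIPY-GDP / 50 uM GDP; RT; ex 480/em 540 nm, 5-min reads to 30 min. Norm. to 6.5 mM cAMP = activation.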
IL2 activator = activates IL-2 in a cell-based reporter assay; IL-2 activation reporter assay, cell-based qHTS; stimulated with anti-CD3/CD4/CD28 beads; in transgenic mouse T cells; activation, % (series mostly up to about 46 µM); 0.065% of 360,000 active; AID 652025; in the data active = activation above about 50%; inconclusive = mostly about 30% to 49%; also: 0% is about no effect
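First, unstimulated transgenic mouse T cells were exposed to compound for 60 min. Next, anti-CD3/anti-CD4-coated beads with anti-CD28 were added. Finally, after 18 h at 37 degrees C, EGFP and DsRed were imaged.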
Nrf2 ARE act = activates Nrf2 signaling; AID 624171; 0.31% of 410,000 active; AREc32 ARE-luciferase reporter (MCF7-derived line), luminescence, 24 h; Potency, µM (highest dose often 46.1 µM), for inactives: top-dose activation, usual class: activators; also: potency is read from the fitted curve at half-maximal effect; % of control where 0% means no effect; nearly all actives have a fitted effect of over 65% in size
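Nrf2 activation is followed as ARE-luciferase induction in the AREc32 line after one day of compound treatment; luminescence is read with Steady-Glo.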
ATXN2 expr inh = reduces ATXN2 reporter expression in HEK-293 cells; HEK-293 ATXN2-luciferase reporter, luminescence, 24 h; Potency, µM (titrated, usually from 57 µM), for the others: at the highest dose activity change, negative = inhibition, hits mostly inhibitors; 0.72% of 360,000 active; also: potency is read from the fitted curve at half-maximal effect; % is scaled to controls: 0 for no effect and ±100 for the full control effect; nearly all actives have a fitted effect of over 55% in size
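ATXN2-luciferase reporter cells (luciferase flanked by upstream and downstream ATXN2 gene portions) were treated 24 h at 37 °C with compounds at up to 57 uM. SteadyGlo luminescence gave expression; GF-AFC fluorescence gave viability.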
TGFb SMAD3 inh = blocks TGF-b signaling; AID 588855; 1.2% of 410,000 active; HepG2 CAGA-GFP TGF-b/SMAD3 reporter, GFP fluorescence, 18 h; TGF-beta stimulated, 500 pg/mL final; Potency, µM (doses to about 46.1 µM), for the others: top-dose activity, negative = inhibition, actives largely listed as inhibitors; also: potency is read from the fitted curve at half-maximal effect; % is scaled to controls: 0 for no effect and ±100 for the full control effect; nearly all actives have a fitted effect of over 65% in size
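TGF-beta reporter screen: HEPG2 CAGA-GFP, 1% FBS, 500 pg/mL TGF-beta final, 18 h; per-cell GFP summed per well; curves fitted and categorized by class.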
* marks the source's active call; other numbers are inactive results; i = inactive; u = inconclusive; x = no result given; [ ] = another dose, or the depositor's remark. Unless noted, calls follow the shape of the dose curve; as a rule, active = well fitted curve in the direction sought with a large enough effect; inconclusive = small, poorly fitted or top-dose-only effect, or another doubt; inactive = no such curve, though single readings can be large; an effect the other way counts as inactive or inconclusive.

molecule	Nrf2 block	ATXN viability	HepG2 viability	A549 tox	EPAC2 agonist	IL2 activator	Nrf2 ARE act	ATXN2 expr inh	TGFb SMAD3 inh
COCCNC(=O)CCCn1c(SCC(=O)Nc2ccc(F)cc2)nc2c(sc3ccccc32)c1=O	0%	i	-8%	-17%	x	x	3.5%	-10%	6%
COc1ccccc1NC(=O)CSc1nnc(CNC(=O)COc2ccc(Cl)cc2)o1	2%	i	0%	-2%	-4%	-0.2	-0.2%	-16%	-22%
CCC(C)(C)NC(=O)CN(C(=O)c1snc(C(N)=O)c1N)c1ccc(OC)c(OC)c1	10%	i	-2%	-11%	1%	0.8	-0.2%	0%	10%
COc1ccc(N(CC(=O)N2CCc3ccccc3C2)S(C)(=O)=O)cc1	5%	i	-11%	-4%	9%	-1.0	0.1%	-2%	-8%
Cc1cc(NC(=O)C(C)(C)C)cc(-c2nc3ncccc3o2)c1O	21%	i	13%	10%	x	x	2.8%	5%	8%
O=c1oc(-c2ccc(Cl)c(Cl)c2)nn1-c1ccc(C(F)(F)F)cn1	5%	i	6%	0%	4%	1.9	4.6%	3%	5%
CC1=NN(C(N)=S)C(=O)C1N=Nc1c(C)n(C)n(-c2ccccc2)c1=O (centres undefined)	5%	u	1%	-17%	0%	-3.6	-0.6%	4%	25%
COc1ccc(S(=O)(=O)N2CCc3ccccc32)cc1C(=O)N(CC(C)C)C1CCS(=O)(=O)C1 (centres undefined)	-4%	i	10%	0%	11%	-5.9	-0.2%	-8%	5%
O=C(c1ccc(-c2ccccc2)cc1)C1CCCN(C(=O)Cn2cncn2)C1 (centres undefined)	-30%	i	-36%	5%	8%	-1.2	5.5%	-28%	-18%
CCC(C(=O)NCCN1CCOCC1)n1c2ccccc2c2nc(=O)cc(C)n21 (centres undefined)	-1%	i	-4%	-7%	-1%	-1.9	-0.1%	7%	-3%
COc1cc2c(cc1OC)C(c1cccc(Br)c1)NC(=O)C2 (centres undefined)	-9%	i	-39%	6%	3%	0.1	9.4%	19%	-23%
O=C(Nc1ccccn1)c1cccc(S(=O)(=O)N2CCc3ccccc3C2)c1	u	i	0%	1%	16%	-0.6	7.0%	-5%	-16%
COc1cc(/C=C2\SC(=S)N(CCC(=O)Nc3ccccc3O)C2=O)cc(OC)c1OC	u	u	-43%	0%	u	1.5	1.2%	-20%	-15%
CCCNC(=O)Nc1cc(C(=O)NCc2cccc(OCC)c2)ccc1N1CCCC1	x	i	-7%	-1%	x	x	0.1%	-4%	-18%
CCNC(=O)COC(=O)COc1ccc(Cl)cc1C	0%	i	1%	1%	8%	0.5	0.2%	0%	12%
COc1cccc(Nc2nc3ccccc3nc2NS(=O)(=O)c2cccs2)c1	u	i	-43%	-19%	-3%	-2.1	-0.3%	-15%	-13%
Cn1nc(C(F)(F)F)c(C(=O)Nc2ccc(F)cc2)c1Cl	1%	u	-5%	1%	-7%	1.3	0.1%	u	-5%
CCOC(=O)N1CCN(C(=O)C2CCCN(c3ncnc4c3nc3n4CCCCC3)C2)CC1 (centres undefined)	-17%	i	2%	-15%	7%	-0.3	0.0%	3%	35%[activator]
CCCCc1ccc(NC(=O)c2cnccn2)cc1	u	i	-7%	3%	5%	-1.4	-1.0%	u	-5%
COc1ccc(CN2CCNC(=O)C2CC(=O)N(C)Cc2ccon2)cc1OC (centres undefined)	9%	i	-1%	1%	10%	-0.4	-0.1%	7%	2%
O=C(O)c1ccc(S(=O)(=O)NCC2CCCCC2)cc1	-17%	i	-9%	1%	1%	-0.3	0.5%	0%	17%
C=CCn1ncc(OC)c(Cl)c1=O	x	i	7%	-2%	-1%	0.4	0.1%	-3%	-2%
O=C(OCCN1C(=O)c2ccccc2C1=O)c1ccccc1	-23%	i	0%	1%	10%	-3.2	3.2%	-14%	2%
COc1ccc(NC(=O)CCC(=O)Nc2ccc3nc(N4CCOCC4)cc(C)c3c2)c(OC)c1	-2%	i	-4%	-9%	2%	2.0	0.0%	42%[activator]	13%
OCCNc1nc(Cl)nc(NCc2ccco2)n1	-13%	i	4%	0%	6%	8.0	11%	6%	0%

Ordered by molecular weight (high to low): part of the list above
molecule	Nrf2 block	ATXN viability	HepG2 viability	A549 tox	EPAC2 agonist	IL2 activator	Nrf2 ARE act	ATXN2 expr inh	TGFb SMAD3 inh
COc1cc(/C=C2\SC(=S)N(CCC(=O)Nc3ccccc3O)C2=O)cc(OC)c1OC	u	u	-43%	0%	u	1.5	1.2%	-20%	-15%
COc1ccc(CN2CCNC(=O)C2CC(=O)N(C)Cc2ccon2)cc1OC (centres undefined)	9%	i	-1%	1%	10%	-0.4	-0.1%	7%	2%
O=C(Nc1ccccn1)c1cccc(S(=O)(=O)N2CCc3ccccc3C2)c1	u	i	0%	1%	16%	-0.6	7.0%	-5%	-16%

Next part:
molecule	Nrf2 block	ATXN viability	HepG2 viability	A549 tox	EPAC2 agonist	IL2 activator	Nrf2 ARE act	ATXN2 expr inh	TGFb SMAD3 inh
Cc1nc(N2CCOCC2)c2c(C(=O)N3CCN(c4cccc(C(F)(F)F)c4)CC3)c(C)oc2n1	23%	x	-15%	4%	x	x	-0.4%	x	-16%
CCOC(=O)c1c(C)oc2ccc(OCC(N)=O)cc12	8%	i	-9%	-2%	6%	-0.7	0.4%	-2%	-1%
COc1cc(C(=O)OCC(=O)Nc2ccc(C(C)=O)cc2)ccc1OCC(=O)N1CCOCC1	12%	i	4%	0%	3%	-0.3	0.1%	10%	0%
CCOc1ncccc1C(=O)Nc1c(C)n(C)n(-c2ccccc2)c1=O	18%	i	3%	0%	-1%	-0.6	-0.2%	9%	2%
O=C(COc1cc2oc(=O)c3c(c2cc1Cl)CCC3)N1C[C@H]2C[C@@H](C1)c1cccc(=O)n1C2	-24%	i	-49%	-2%	1%	0.2	0.2%	-6%	-15%
Cc1cc(/C=N/NC(=O)c2cccc(N(C)C)c2)c(C)n1-c1cc(C(=O)O)cc(C(=O)O)c1	20%	i	-14%	3%	-1%	9.8	3.0%	-2%	-13%
COc1cc(Br)c(/C=C/c2ccc3cccc(O)c3n2)cc1OC	-22%	x	-29%	-3%	9%	-0.4	13%	x	u
O=S(=O)(Cc1ccccc1)N1CCN(Cc2c(F)cccc2Cl)CC1	18%	i	0%	-1%	2%	-1.1	0.0%	0%	-12%
O=[N+]([O-])c1cccc2cn[nH]c12	u	i	3%	-4%	8%	0.5	5.9%	-1%	2%
Cc1cc2c(cc1C)CSC(c1ccccc1O)SC2	-21%	u	-105%	-26%	10%	-1.4	-0.7%	-23%	16µM*
Cc1ccccc1C(=O)N1CCC(c2nc(-c3ccc(S(=O)(=O)N4CCCC4)cc3)no2)CC1	-2%	x	-1%	7%	x	x	-0.6%	x	-11%
CC(=O)Nc1ccc(S(=O)(=O)Nc2ncccn2)cc1	-5%	i	2%	-6%	9%	0.2	0.2%	1%	-18%
COc1ccc(C2c3cc4c(cc3OC(N3CCOCC3)C2C)OCO4)c(OC)c1 (centres undefined)	4%	u	-15%	-13%	6%	-3.9	-0.2%	-27%	u
Cc1ccc(NS(=O)(=O)c2cc(C(=O)NCc3ccncc3)ccc2C)cc1	-20%	i	5%	-10%	6%	0.3	0.3%	2%	-8%
CCOc1ccc(N(CC)C(=O)C2CCN(S(=O)(=O)c3cccc4nonc34)CC2)cc1	0%	i	1%	0%	x	x	0.0%	-3%	11%
Cc1nc(N2CCCC2)ncc1C(=O)Nc1ccc(F)cc1F	x	i	-12%	9%	x	x	-0.8%	-3%	-4%
COC(=O)CN1C(=O)[C@H]2[C@@H](c3ccc(C)o3)N3C(=O)CN(Cc4ccccn4)C(=O)[C@@]3(C)[C@H]2C1=O	2%	i	0%	13%	16%	-2.8	-0.1%	-2%	16%
Cc1ccc(NC(=O)CSc2nnc(-c3cc4occc4n3C)n2-c2ccccc2C)c(Cl)c1	-25%	x	-3%	-8%	x	x	0.9%	x	u
C=CCCC(=O)N(C)CCO	0%	i	2%	8%	3%	0.4	0.3%	8%	5%
Cc1ccc2c(CC(=O)NNC(=O)c3ccccc3)coc2c1	5%	i	0%	-1%	5%	-1.7	5.4%	-9%	0%
Cc1cc(OC(C)C(=O)N(Cc2ccco2)C2CCS(=O)(=O)C2)ccc1Cl (centres undefined)	-4%	i	-19%	-15%	-1%	-2.5	-0.8%	-20%	-11%
CCc1ccccc1NC(=O)CSC1=C(C#N)C(c2ccc(O)c(OC)c2)C2=C(CCCC2=O)N1 (centres undefined)	-23%	i	0%	-6%	3%	-0.5	1.9%	0%	u
COc1ccc2[nH]c3c(c2c1)CN(C)CC3	8%	i	8%	-1%	-1%	2.5	-0.1%	-4%	15%
Cc1nn(CC(=O)N2CCN(C)CC2)c(=O)c2c1sc1ccccc12	11%	i	1%	0%	-5%	-1.4	-0.9%	-6%	0%
NS(=O)(=O)c1ccc(CCNC(=O)c2ccc3c(=O)n4c(nc3c2)CCCCC4)cc1	18%	i	-9%	-2%	-2%	0.7	0.4%	-10%	3%
